NCI-60 one-dose screen, 48 h, at 10 µM unless noted. Numbers give growth in % (100 = growth as untreated, 0 = no growth, -100 = all killed).
SNB-19: SNB-19 CNS cancer cells. 2.5% of 81,000 active. AID 1794751
SW-620: SW-620 colon cancer; 5.2% of 82,000 active
KM12: KM12 colon cancer cells; 5% of 82,000 active; AID 1794800
HCT-15: HCT-15 colon cancer; AID 1794746; 5.2% of 82,000 active
HCC-2998: HCC-2998 colon cancer. 4.7% of 79,000 active. AID 1794799
SF-268: SF-268 CNS cancer cells; 3.1% of 82,000 active; AID 1794759
HT29: HT29 colon cancer; 7.4% of 81,000 active
SNB-75: SNB-75 CNS cancer | 5% of 79,000 active
HCT-116: HCT-116 colon cancer; 7.3% of 82,000 active
* = called active by the depositor; . = not tested or not shown; & = joins results of further samples. Rule for the calls: active = growth percent below 10; inactive = the rest.

compound	HCT-116	SNB-19	SW-620	HCT-15	HT29	SF-268	HCC-2998	SNB-75	KM12
CCN1CCC[C@H]1c1cc(O)c2c(c1OC)C[C@H]1C[C@H]3[C@H](N)C(=O)C(C(N)=O)=C(O)[C@@]3(O)C(=O)C1=C2O	-4.5*	-0.5*	2.0*	1.7*	-4.5*	2.6*	-6.3*	-4.7*	6.0*
COC(=O)C(CSC(c1ccccc1)(c1ccccc1)c1ccccc1)NC(=O)C(CC(N)=O)NC(=O)OCc1ccccc1 (stereo not drawn)	12.7	56.2	62.6	13.7	33.7	18.0	-18.7*	20.3	33.0
NNC(=O)/C(=C\c1ccccc1)CC(=O)c1ccc(Cl)c(Cl)c1	90.0	86.8	95.6	96.5	118.6	78.9	99.1	63.2	86.7
COC(=O)c1ccc(Nc2nc(N)n(Cc3cccc(Br)c3)n2)cc1	58.6	68.2	87.4	41.7	69.2	44.4	75.4	43.0	15.3
COc1ccc(NC(=O)n2nc(/C=C\c3ccc(O)c(OC)c3)cc2/C=C\c2ccc(O)c(OC)c2)cc1	9.1*	38.9	27.1	13.2	31.3	41.8	74.9	32.6	17.9
COc1ccc(/C=N\NC(=O)c2cnn(CC(O)c3ccccc3)c2N)cc1OCc1ccc(F)cc1 (stereo not drawn)	79.8	82.2	107.3	65.3	79.9	92.9	117.6	70.8	67.6
COc1ccc(Br)c2ccccc12	108.1	115.7	106.2	110.2	109.6	107.9	104.1	93.7	109.2
COc1ccc(C2CC(c3ccccc3)=Nc3ccccc3S2)cc1OC (stereo not drawn)	83.9	92.4	97.2	89.1	88.6	93.5	106.0	80.7	112.0
CO[C@H]1C[C@@H]2CC[C@@H](C)[C@@](O)(O2)C(=O)C(=O)N2CCCC[C@H]2C(=O)O[C@H]([C@H](C)C[C@@H]2CC[C@@H](OP(C)(C)=O)[C@H](OC)C2)CC(=O)[C@H](C)/C=C(\C)[C@@H](O)[C@@H](OC)C(=O)[C@H](C)C[C@H](C)\C=C/C=C/C=C/1C	65.1	53.0	60.1	47.6	40.3	62.9	56.4	17.6	59.6
Clc1ncccc1Nc1ccc2nnc(-c3ccncc3)n2n1	101.1	102.0	102.6	87.1	110.1	93.3	95.7	99.2	100.9
Brc1ccc2ncc3ccccc3c2c1	88.6	94.6	109.8	96.4	91.1	90.5	109.4	103.6	94.1
CC(=O)c1nn(-c2ccc([N+](=O)[O-])cc2)cc1C(=O)c1cc2c(ccc3ccccc32)oc1=O	93.3	86.7	99.7	97.7	98.9	82.7	101.7	88.2	98.2
CC(=O)/C=C/c1cccc2c1C(=O)NC(C)(c1cc3cc(Cl)ccc3oc1=O)N2 (stereo not drawn)	75.7	76.0	92.4	92.1	89.4	90.7	84.8	.	79.9
NC(=O)C12C(=O)NC(=O)C1(C(=O)O)C21CCCC1 (stereo not drawn)	100.7	99.3	103.9	107.5	110.2	113.5	114.1	84.2	113.4
CCOC(=O)CC1CSC(c2ccc(Cl)cc2)=N1 (stereo not drawn)	94.8	102.0	109.4	99.6	100.5	103.0	93.7	85.9	103.0
Cc1cccc(N=Cc2ccccc2O)c1C	105.5	90.5	112.4	108.0	97.7	115.5	103.5	97.3	114.3
CC1C(=O)NN=C1c1ccc([N+](=O)[O-])cc1 (stereo not drawn)	108.9	102.2	101.4	101.3	113.5	.	98.9	87.0	.
CCOC(=O)c1ccc2[nH]c(O)c(C(=Nc3ccc(N(C)C(=O)CN4CCN(C)CC4)cc3)c3ccccc3)c2c1	-38.8*	2.3*	-34.4*	-23.6*	-33.8*	7.7*	-55.2*	-99.2*	-33.4*
O=C(O)c1ccc(O)cc1O	102.3&103.2	106.9&104.5	102.6&98.2	102.9&103.7	99.8&105.4	103.9&92.0	110.1&91.9	87.5&89.5	105.2&92.5
COc1ccc(/C=C2\Oc3cc(OCCN4CCCC4)ccc3C2=O)c(OC)c1	41.3	92.2	79.2	80.2	17.6	95.1	98.2	93.2	74.3

(cont.)
compound	HCT-116	SNB-19	SW-620	HCT-15	HT29	SF-268	HCC-2998	SNB-75	KM12
Cc1ccc(-c2nc(C#N)c(S(=O)(=O)NCCO)o2)cc1	51.6	88.3	33.8	41.8	24.2	87.4	98.1	104.6	88.0
O=C(OCc1nc2nc(Cl)nc(N3CCOCC3)c2[nH]1)n1ccnc1	-82.4*	62.9	-59.1*	-35.2*	-55.2*	5.7*	65.3	-14.2*	13.7
Fc1ccc(-c2nc(-c3nc4ccc(Br)cc4[nH]3)cc3c2[nH]c2ccccc23)cc1F	52.2	85.7	93.5	68.9	65.9	71.4	71.1	.	62.2
Cc1nn(-c2ccccc2)c(Cl)c1C1CC(=O)CC(c2c(C)nn(-c3ccccc3)c2Cl)N1 (stereo not drawn)	98.6	101.5	114.7	96.1	98.9	94.4	109.6	88.3	100.6
CCC(CC)C(=O)OCCOc1ccccc1	82.6	101.2	104.3	101.5	92.1	96.3	102.1	101.9	101.5
c1ccc(Cn2c3cc4ccccc4nc3c3cccnc32)cc1	80.0	99.4	103.0	94.4	91.1	101.6	106.2	87.5	92.4
COc1ccc(-c2nc(SCC(C)C)nc(N/N=C(/C)c3ccc(OC)c(OC)c3)c2C#N)cc1	96.6	78.2	84.4	79.8	90.4	79.1	92.4	80.2	74.0
Cc1c(O)c(Br)c(Br)c(Br)c1Br	98.5	100.0	107.0	98.9	112.1	111.9	117.1	.	112.6
CCN(CC)CC(O)CNc1ccnc2c(Cl)ccc(Cl)c12 (stereo not drawn)	93.8	105.3	99.8	105.8	101.2	102.8	.	94.0	106.6
C=C1C[C@H](N(C(=O)C(F)(F)F)c2cccc(C(=O)N(C)OC)c2)[C@@H](NC(c2ccccc2)c2ccccc2)[C@]1(C#N)CC	59.9	80.8	90.8	79.5	74.5	86.3	94.8	96.5	74.2
COc1cc(C(=O)CCN2CCCCC2)ccc1O	97.6	100.9	114.9	98.3	99.2	104.7	107.7	109.9	101.6
C(#CC(c1ccccc1)c1ccccc1)c1ccccc1	89.8	92.4	102.0	96.3	92.1	103.0	106.1	89.6	100.0
NC(=O)Cc1ccc2c(c1)[nH]c1ccccc12	105.4	.	137.3	109.2	104.0	103.9	107.9	88.7	102.7
CC(=O)Cc1nsc(NC(=O)c2cc(-c3cc(Cl)ccc3Cl)oc2C)n1	95.8	102.3	107.2	102.9	106.7	98.8	103.0	94.7	107.4
COc1ccc(CCNC(=O)C(O)C(Cc2ccccc2)NC(=O)c2[nH]c3ccccc3c(=O)c2C)cc1 (stereo not drawn)	98.5	97.9	109.6	102.0	100.7	98.3	110.1	99.8	104.7
FC(F)(F)c1cc(-c2ncc(-c3cc(C(F)(F)F)cc(C(F)(F)F)c3)c(NC3CCCCCC3)n2)cc(C(F)(F)F)c1	105.6	110.7	104.5	110.0	110.7	123.2	98.4	90.1	113.9
CCN(CC)c1ccc(/C=N/NC(=O)c2ccc(S(C)(=O)=O)cc2)c(O)c1	18.4	32.0	33.1	28.5	21.8	21.8	39.6	55.2	25.9
C/C(=N\N1C(=O)c2ccccc2NC1c1ccc(F)cc1)c1c(O)cc(C)oc1=O (stereo not drawn)	102.0	95.7	104.7	108.2	100.7	99.3	97.6	95.7	104.7
COc1cc2oc(-c3cccc(NC(=O)c4cc([N+](=O)[O-])ccc4Br)c3)cc(=O)c2c(OC)c1OC	26.7	79.7	48.3	12.7	58.2	83.8	98.4	.	65.6
O=C(Cn1cc(CN2CCN(c3ccnc4cc(Cl)ccc34)CC2)nn1)Nc1ccc(Cl)cc1	75.2	82.1	66.8	66.3	70.4	70.9	85.2	59.7	26.0

Going on with the list.
compound	HCT-116	SNB-19	SW-620	HCT-15	HT29	SF-268	HCC-2998	SNB-75	KM12
NC=NCC(=O)O	101.5	112.6	.	109.2	90.5	105.4	100.7	102.8	107.4
CC(=O)N1Cc2cc(C)c(C)cc2C(C)Cc2cc(Cl)ccc21 (stereo not drawn)	90.5	101.6	104.7	98.4	93.4	98.9	105.9	94.3	93.4
C=CCN1C(C)(C)NC(=S)C1(C)C	105.2	104.9	107.2	100.5	99.9	100.1	104.5	103.9	100.3
CCN(CC)CCCOC(=O)c1cc2ccccc2s1	99.3	111.6	102.2	97.6	108.9	109.3	107.2	83.1	107.9
N=C(N)n1ncc2c1CCCC2=O	97.7	106.8	106.0	111.2	99.7	97.4	101.3	99.7	97.6
Oc1c(CN2CCOCC2)cc(CN2CCOCC2)c(O)c1CN1CCOCC1	109.9	103.7	107.1	104.2	107.0	105.8	104.2	99.7	103.3
O=C1Cc2csc3nc(=O)cc(n23)N1	102.8	93.2	109.8	100.8	.	108.6	100.7	83.8	114.0
Nc1nc2c(s1)CCc1c-2cn(S(=O)(=O)c2ccccc2)c1-c1ccccc1	84.6	96.7	92.7	78.9	95.9	88.2	107.7	83.9	85.7
CCOC(=O)/C=C(/C)Nc1ccc(Cl)cc1	97.7	97.3	98.4	90.7	106.2	112.7	117.4	92.2	99.6
CN1C(=O)C(C2SC(=S)N(C)C2=O)SC1=S (stereo not drawn)	96.4	101.0	108.7	93.9	104.6	92.4	100.8	83.5	103.2
COc1ccc(-c2cc(=O)n(-c3nc4ccccc4[nH]3)[nH]2)cc1OC	74.6	63.2	77.8	32.0	108.9	72.3	102.3	60.2	105.2
N#Cc1ccc(OC(=O)Nc2ccccc2C(F)(F)F)cc1	98.3	100.3	99.4	95.7	107.9	104.8	92.8	90.8	108.4
O=S(=O)(Nc1cccc(S(=O)(=O)N2CCCCC2)c1)c1ccc(Cl)cc1	99.8	88.9	96.4	106.5	105.7	99.2	99.0	99.2	92.9
Cc1cccc(N2C(=O)/C(=C3\SC(=S)N(c4cccc(C)c4)C3=O)SC2=S)c1	114.0	99.8	99.8	103.2	104.3	102.2	102.0	87.4	101.2
COc1ccccc1C1=NO[C@H](C(=O)Nc2cccc(O)c2)C1	101.6	99.5	102.5	99.6	104.2	93.4	111.6	82.6	101.0
Cc1ccc(C(=O)Nc2ccc(CN3CCN(C)CC3)c(C(F)(F)F)c2)cc1C#Cc1cnc(N)c2ccccc12	-90.5*	-66.1*	-88.4*	-69.2*	-12.8*	1.7*	-83.5*	-70.4*	-83.1*
O=Nc1c(O)c(S(=O)(=O)O)cc2cc(S(=O)(=O)O)ccc12	103.4	93.7	107.9	98.7	98.5	103.5	113.3	90.8	106.8
Cc1nc2ccc(Nc3nc(Cl)nc(Nc4ccc(F)cc4)n3)cc2n1Cc1ccccc1	44.2	88.0	82.8	55.8	84.2	75.4	103.0	95.8	72.8
CCN(CC)c1cccc(OC(=O)Nc2ccc(OC)cc2)c1	95.3	113.8	106.2	92.2	95.4	122.5	105.9	92.0	113.5
CCN(CC)Cc1cc(C=C2C(=O)NC(=S)NC2=O)cc(OC)c1O	113.5	98.6	106.8	105.3	107.7	101.4	117.7	99.1	111.1

(further entries)
compound	HCT-116	SNB-19	SW-620	HCT-15	HT29	SF-268	HCC-2998	SNB-75	KM12
COc1ccc(C(=O)CC(C#N)c2ccc3c(c2)OCO3)cc1OC (stereo not drawn)	87.4	97.4	94.2	105.9	84.9	92.6	60.0	14.9	99.3
O=C(CSc1nnc(COc2cnc3ccccc3n2)o1)Nc1ccccc1	100.4	112.0	102.0	98.8	97.6	103.1	102.2	86.0	108.1
NCCCC(N)CC(=O)NCC1NC(=O)C(CO)NC(=O)C(N)CNC(=O)C(C2CCN=C(N)N2)NC(=O)/C(=C\NC(N)=O)NC1=O (stereo not drawn)	103.3	107.5	105.7	119.4	93.1	97.6	104.1	113.5	108.0
CN(C)CCCOc1c2ccc(Cl)cc2nc2c1oc1ccc(Cl)cc12	10.8	24.5	-82.9*	-80.5*	-77.6*	25.9	-67.9*	18.3	-62.3*
COc1ccc2c(c1)c(=O)oc1c(C)c(OCC(C)=O)ccc12	103.8	101.2	101.2	86.7	103.0	85.6	98.1	108.2	96.6
O=C1C=C(C(O)c2ccc(Cl)cc2)C(=O)c2ccccc21 (stereo not drawn)	103.4	100.7	99.5	104.6	100.6	100.8	101.5	90.2	96.4
NNC(=S)N1N=C(c2cc3ccccc3o2)CC1c1c[nH]c2ccccc12 (stereo not drawn)	23.8	35.5	43.8	30.4	34.1	29.6	52.0	88.4	37.4

7 records drawn at random from those above:
compound	HCT-116	SNB-19	SW-620	HCT-15	HT29	SF-268	HCC-2998	SNB-75	KM12
NCCCC(N)CC(=O)NCC1NC(=O)C(CO)NC(=O)C(N)CNC(=O)C(C2CCN=C(N)N2)NC(=O)/C(=C\NC(N)=O)NC1=O (stereo not drawn)	103.3	107.5	105.7	119.4	93.1	97.6	104.1	113.5	108.0
CN(C)CCCOc1c2ccc(Cl)cc2nc2c1oc1ccc(Cl)cc12	10.8	24.5	-82.9*	-80.5*	-77.6*	25.9	-67.9*	18.3	-62.3*
O=C1C=C(C(O)c2ccc(Cl)cc2)C(=O)c2ccccc21 (stereo not drawn)	103.4	100.7	99.5	104.6	100.6	100.8	101.5	90.2	96.4
COc1ccc2c(c1)c(=O)oc1c(C)c(OCC(C)=O)ccc12	103.8	101.2	101.2	86.7	103.0	85.6	98.1	108.2	96.6
O=C(CSc1nnc(COc2cnc3ccccc3n2)o1)Nc1ccccc1	100.4	112.0	102.0	98.8	97.6	103.1	102.2	86.0	108.1
NNC(=S)N1N=C(c2cc3ccccc3o2)CC1c1c[nH]c2ccccc12 (stereo not drawn)	23.8	35.5	43.8	30.4	34.1	29.6	52.0	88.4	37.4
COc1ccc(C(=O)CC(C#N)c2ccc3c(c2)OCO3)cc1OC (stereo not drawn)	87.4	97.4	94.2	105.9	84.9	92.6	60.0	14.9	99.3

Compound activity as filed in PubChem BioAssay.
